Screening data as filed in PubChem.
H9c2 protect: modulators protecting cardiomyocytes from myocardial damage | protection from H2O2 cell death, % at 20 µM | 360,000 tested, 0.63% active | H9c2 cardiomyocytes, H2O2 injury protection, ATPLite, 2 h;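 active = compounds giving at least 50% protection of heart cells from peroxide-induced death in the single-dose screen, raw or plate-pattern-corrected value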;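 note: 0% = DMSO wells with peroxide and 100% = DMSO wells without peroxide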
MC4R barr agon: agonists of human melanocortin 4 receptor (MC4R) beta-arrestin | AID 540308 | activation, % at 8.9 µM | P32245 | 360,000 tested, 0.98% active | U2OS MC4R beta-arrestin complementation, luminescence; percent of melanotan II response, DMSO zero;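 active = activation above a per-plate cutoff, the mean activation of sample wells on that plate plus 3 SD, cut at about 8% in these data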
Target sequence (P32245 whole entry, looked up): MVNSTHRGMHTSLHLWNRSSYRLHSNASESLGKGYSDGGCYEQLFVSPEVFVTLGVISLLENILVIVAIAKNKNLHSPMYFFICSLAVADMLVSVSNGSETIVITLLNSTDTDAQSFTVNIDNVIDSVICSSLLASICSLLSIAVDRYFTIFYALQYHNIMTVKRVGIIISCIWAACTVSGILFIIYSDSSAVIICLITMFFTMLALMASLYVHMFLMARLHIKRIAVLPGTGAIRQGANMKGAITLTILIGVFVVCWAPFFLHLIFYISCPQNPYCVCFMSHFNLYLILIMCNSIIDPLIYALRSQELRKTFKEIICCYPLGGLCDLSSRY
ABHD5-PLIN5 inh: blocks binding of human ABHD5 to perilipin-5; inhibition, % at 4 µM; Split G. princeps luciferase complementation, luminescence, 4 h; 360,000 tested, 0.78% active;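 active = inhibition above the mean inhibition across every tested compound plus 3 SD, cut at about 22% in these data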;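 note: 0% = DMSO only wells and the 100% control is not disclosed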
ABCB6 inh MLPCN: human ABCB6 transporter inhibition | fluorescence ratio to DMSO, % at 10 µM | 360,000 tested, 0.19% active | Q9NP58 | K562-ABCB6 porphyrin accumulation, flow cytometry, 1 h; stronger effect = lower value;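 active = fluorescence ratio to DMSO below 75%, the collection mean minus 3 SD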;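 note: signal is porphyrin accumulated inside mitochondria; 100% equals median channel fluorescence of DMSO control wells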
Glyco luc inh: blocks N-linked glycosylation in D54 reporter cells; D54 ERlucT glycosylation luciferase reporter, 24 h; percent of 100 nM tunicamycin response; reporter increase, % at 12.5 µM; 360,000 tested, 0.23% active;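 active = mean luciferase reporter signal, scaled so untreated is 0 and the glycosylation-blocking control 100, at or above a set limit in every replicate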;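 note: luciferase carries N-glycosylation sites so blocking glycosylation raises the light; 0% = median of neutral control wells and 100% = median of 100 nM tunicamycin wells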
MC4R antagonist: antagonists of human melanocortin 4 receptor (MC4R); 360,000 tested, 0.48% active; MC4R-expressing cells, MTII-stimulated cAMP, LANCE TR-FRET; P32245; inhibition, % at 6.5 µM;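 active = inhibition above its plate's cutoff, the mean of tested wells on that plate plus 3 SD, cut at about 29% in these data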;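 note: 0% = Melanotan II alone and 100% = Melanotan II plus saturating MCL0020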
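System: U2OS cells stably expressing human melanocortin 4 receptor (MC4R). Reagent: Melanotan II challenge after compound preincubation. Doses: 6.5 µM. Times: 30-min compound, 1-h challenge, 1-h detection, room temperature. Measured by: TR-FRET with Eu-cAMP and labeled anti-cAMP, 671 nm. Replicates: singlicate.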
Granule exo inh: lytic granule exocytosis inhibition. inhibition, % at 10 µM. AID 651702. TALL-104 LAMP-1 surface exposure, flow cytometry; cells stimulated with thapsigargin and PMA. 360,000 tested, 0.66% active;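 active = inhibition above about 55%, limit read from the data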
CaV13 ICDI inh: Primary screen for inhibitors of IQ motif and Ca2+-dependent inactivation inhibitor domain binding in CACNA1D, Förster resonance energy transfer in living cells, …; HEK cells, CFP/YFP FRET ICDI-IQ, plate reader, 10 min; percent FRET-ratio fall versus neutral wells; inhibition, % at 12.3 µM; 340,000 tested, 0.098% active; AID 743397;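 active = mean replicate inhibition of at least 30% and at least 1% of replicates passing that level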;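 note: 0% = median of the neutral control wells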
PDI inh: blocks human protein disulfide isomerase activity. AID 588391. inhibition, % at 10 µM. PDI insulin aggregation turbidity, A650, 90 min. 350,000 tested, 0.052% active. P07237;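 active = mean inhibition across replicates of 30% or more, whatever share of single replicates reach that level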;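 note: absorbance from insulin aggregation driven by PDI reduction with DTT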
m5-HT2A agonist: activates the mouse 5-HT2A serotonin receptor | P35363 | CHO-K1 mHTR2A beta-arrestin complementation, luminescence; percent of 30 µM serotonin response | activation, % at 7.6 µM | 360,000 tested, 0.66% active | AID 624169;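 active = activation above a run cutoff, the mean activation of all tested compounds plus 3 SD, cut at about 14% in these data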;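 note: 0% = plate median of compound wells and 100% = 30 µM serotonin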
Target sequence (P35363 whole entry, looked up): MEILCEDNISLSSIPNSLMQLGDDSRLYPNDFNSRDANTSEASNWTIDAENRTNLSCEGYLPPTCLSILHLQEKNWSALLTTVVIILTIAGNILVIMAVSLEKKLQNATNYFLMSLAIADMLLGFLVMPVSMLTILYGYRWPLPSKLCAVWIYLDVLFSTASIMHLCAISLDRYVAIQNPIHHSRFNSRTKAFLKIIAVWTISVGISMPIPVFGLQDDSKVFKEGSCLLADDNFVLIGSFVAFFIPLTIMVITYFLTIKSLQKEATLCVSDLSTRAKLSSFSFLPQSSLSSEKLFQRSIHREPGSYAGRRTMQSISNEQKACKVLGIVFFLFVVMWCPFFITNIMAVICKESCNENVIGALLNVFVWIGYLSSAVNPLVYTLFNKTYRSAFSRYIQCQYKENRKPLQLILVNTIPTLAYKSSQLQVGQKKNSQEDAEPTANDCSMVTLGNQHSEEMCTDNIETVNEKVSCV
Active calls of the source: *; / = no result given.

Order of results – MC4R antagonist, ABCB6 inh MLPCN, Glyco luc inh, ABHD5-PLIN5 inh, m5-HT2A agonist, CaV13 ICDI inh, PDI inh, H9c2 protect, MC4R barr agon, Granule exo inh
- CCOC(=O)C1(C)CCCN1C(=O)c1ccc(OC)c(OC)c1 (centres undefined)
  10, 95, 0, -5, -2, -6, 0, -5, -0.1, 0
- c1ccc2c3c([nH]c2c1)CCNC3
  14, 96, 1, 0, -9, -5, 7, -2, -2.1, -7
- C(=N\Nc1nc(-c2cccnc2)nc2ccccc12)/c1ccccc1
  0, 95, -1, 3, -1, -20, -1, -8, -0.5, -4
- Cc1ccc(Sc2ccc(C(=O)N3CCOCC3)cc2[N+](=O)[O-])cc1
  6, 98, 0, 1, -4, -5, -7, -7, -1.5, 5
- COc1cccc(NC(=S)N2CCCC2c2ccc(OC)c(OC)c2)c1 (centres undefined)
  22, 97, -2, 0, -1, -2, -5, -2, 0.5, -1
- C#CCN(C[C@@H]1[C@@H](OC(=O)NCc2ccc(OC)c(OC)c2)[C@@H](OC(=O)NCc2ccc(OC)c(OC)c2)Cn2c(=O)n(CCCCCC)c(=O)n21)S(=O)(=O)c1ccc(C)cc1
  10, 98, 1, -4, 2, -5, 3, -5, -1.3, 0
- CC(C)(C)c1cnnn1-c1ccc(-c2csc(N)n2)cc1
  9, 94, -2, -8, 4, -8, 2, 8, -1.1, 5
- CCC(/C=C1\Sc2ccc(OC)cc2N1CCO)=C\c1sc2ccc(OC)cc2[n+]1CCO
  4, 184, -9, 43*, -7, -3, -10, -18, -3.1, -4
- COC(=O)c1cc2ccsc2n1CC(=O)N1CCCc2ccccc21
  -5, 90, -3, 1, -3, -8, 2, 7, -0.2, -2
- O=c1cc(CSc2nnnn2-c2ccccc2)nc(Nc2ccc(F)cc2)[nH]1
  -17, 101, -3, -3, -8, -4, -4, -18, 5.4, -3
- COc1ccc(NC(=O)CN(C)CC(=O)NCC2CCCCC2)cc1
  10, 94, 0, 4, 6, -7, 1, 8, -1.4, -2
- COc1cccc(/C=C/C(=O)NNC(=O)c2ccco2)c1OC
  -1, 99, -4, 4, -1, -7, 1, -24, -1.6, 10
- CC1CC(C)CN(S(=O)(=O)c2ccc3c(c2)oc(=O)n3CC(=O)NCCCOC(C)C)C1 (centres undefined)
  0, 91, 2, -7, -1, -2, -5, -1, 0.1, 4
- CNC(=O)C1CCC(=O)N1Cc1ccccc1Cl (centres undefined)
  -1, 106, 0, 2, 4, -9, -3, 10, -1.5, 0
- Cc1ccc(N2C(=O)NC(NC(=O)C3CC3)(C(F)(F)F)C2=O)cc1 (centres undefined)
  3, 90, 0, -6, 1, -4, 6, -1, -0.9, -4
- CC(N)c1csc(Nc2ncccn2)n1 (centres undefined)
  -4, 99, 6, -3, 0, -6, 16, 4, -2.2, 0
- CC12CC3CC(C)(C1)CC(C(=O)Nc1nncs1)(C3)C2
  -1, 94, -3, 5, 1, -3, -1, 10, 1.8, -3
- CCOCCOC(=O)CCSc1n[nH]c(=O)[nH]c1=O
  10, 99, 2, 2, 1, -9, -5, 1, -1.7, -8
- Cc1cccc(-n2ncc3c(N4CC(C)CC(C)C4)ncnc32)c1 (centres undefined)
  -2, 91, -6, -12, 6, -6, -1, -26, 8.4*, -3
- O=C(C[n+]1cccc(Br)c1)c1cccs1
  -6, 107, 1, -4, 4, -11, 9, -1, 1.5, -17
- Cc1cc(-c2ccccc2C(=O)O)on1
  13, 103, 1, -1, 0, -4, -4, 11, -0.2, -4
- COCCNC(=O)c1onc(CSc2ccccc2F)c1C(=O)O
  -3, 100, -1, 3, 5, -9, -5, -2, -2.1, -1
- COC(=O)Nc1ncc(CN2CCc3ccccc3C2)s1
  1, 106, 3, 2, 3, -8, 7, 21, -2.3, 4
- CC(=O)N1CCN(C(=O)CCc2nc3ccccc3c(=O)[nH]2)CC1
  12, 99, 1, -1, 0, -7, -1, 61*, 1.1, 0
- CCC(C)NC(=O)COC(=O)c1ccccc1OCC(=O)Nc1ccc(Br)cc1 (centres undefined)
  5, 106, -1, 1, 1, -4, -16, 9, -0.1, -4
- O=C(Cc1cccs1)NC(Cc1c[nH]c2ccccc12)C(=O)O (centres undefined)
  28, 100, 1, -7, 8, -4, 8, 7, 0.2, 3
- COC(=O)C1=C(C)NC(=O)NC1c1ccc(-c2ccc(Cl)cc2)o1 (centres undefined)
  -4, 101, 2, 4, -1, -12, 0, -5, -0.7, -2
- CCOC(=O)c1ccc(NC(=O)C2(N3C(=O)c4ccccc4C3=O)CCCC2)cc1
  8, 93, 0, -4, -5, -11, 1, 2, 2.5, 2
- COc1ccc(CNC(=O)c2ccc(C(C)(C)C)cc2)cc1
  3, 103, -1, -4, -4, 7, 6, -4, -2.9, -4
- Cc1ccc(Cl)cc1N1CCN(C(=O)C2(S(=O)(=O)c3ccc(Cl)cc3)CC2)CC1
  -3, 97, -5, 9, 10, /, 6, -5, -1.6, 4
- CN(CCOc1ccc(Cl)cc1)C(=O)CNS(=O)(=O)c1ccc(N(C)C)c([N+](=O)[O-])c1
  9, 96, -2, -7, -5, -4, 3, 7, -0.9, -6
- Cc1ccc2c(c1)-c1c(cnn1CC(=O)Nc1ccccc1N1CCN(C)CC1)CO2
  4, 98, -3, 8, -4, 46*, /, 38, 1.1, 4
- N#CCC(=O)Nc1ccc(C(=O)Nc2cccc(S(=O)(=O)N3CCCC3)c2)cc1
  7, 95, 2, -7, 4, -6, -1, 0, 0.3, 8
- O=C(c1cccc(F)c1F)N1CCCC1
  3, 96, 1, -6, 0, 1, -5, 0, -2.2, 1
- COc1ccc(NC(=O)N2CCN(S(C)(=O)=O)CC2)cc1OC
  0, 95, 2, -9, 1, -4, -2, -5, 2.9, 2
- CC(=O)N1CC2(NC(=O)c3ccccc3N2)c2ccccc21 (centres undefined)
  1, 94, 2, 0, -4, -7, 0, 2, -1.4, -4
- Cc1cc2cc(CNC(=O)c3ccc(Br)o3)ccc2n1C
  12, 111, -11, 15, 4, -5, /, 7, -0.3, -19
- Cc1ccc(C)c(NC(=O)COc2coc(CN3CCc4ccccc4C3)cc2=O)c1
  17, 98, 0, 3, 0, -16, -5, -8, -2.3, -4
- CCC(C)N(C(=O)CSc1nc(C)nc2ccccc12)C1CCS(=O)(=O)C1 (centres undefined)
  5, 96, -4, -6, 7, -2, 4, 3, 0.1, 2
- Cc1nccn1CC(=O)N/N=C/c1cc(Br)cs1
  -4, 96, 1, 5, 1, -4, 4, -6, -0.1, -1
- Cc1ccc(/C=C(\NC(=O)c2ccccc2)C(=O)NC2CCN(Cc3ccccc3)CC2)o1
  3, 100, -1, 3, -6, -7, 0, 2, -1.7, 9
- CCOC(=O)c1cnn(C)c1NC(=O)c1ccc([N+](=O)[O-])cc1
  17, 95, 0, 6, 2, -7, 7, 4, 0.4, -9
- COC(=O)c1sc(-c2ccccc2)cc1NC(=O)c1ccc(OC)cc1
  21, 102, 2, -11, 6, -20, -5, -5, 1.5, -2
- O=[N+]([O-])c1cccc(C=NNc2ccc3ccccc3n2)c1O
  -1, 97, -20, 7, -12, -3, 8, -13, -2.1, -8
- COc1ccc(/C=N/NC(=O)c2cccc(Br)c2)cc1Cn1cc(Cl)cn1
  3, 85, 6, 6, -9, -4, 3, 13, -0.3, 0
- CCn1c(=O)n(CC(=O)Nc2cccc(OC)c2)c(=O)c2ccccc21
  18, 100, 0, 10, 6, -7, 5, -1, -1.0, -1
- NS(=O)(=O)c1ccc(CCNC(=O)C2CCCO2)cc1 (centres undefined)
  2, 101, 1, -3, -4, -4, 1, -5, -0.6, 1
- CC(=O)Nc1ccc2nc(NC(=O)CS(=O)(=O)c3ccccc3)sc2c1
  -2, 93, 0, -7, 2, -5, -5, 10, -0.5, 0
- CC(C)CC1Nc2ccc(C(=O)NCCCN3CCOCC3)cc2NC1=O (centres undefined)
  -1, 98, -2, 0, 1, -4, 4, 12, -2.9, -14
- CN(C(=O)CC(NC(=O)c1ccccc1)(c1ccccc1)c1ccccc1)c1ccccc1
  1, 87, -5, -2, -10, -4, 3, -3, -1.7, -2
- Cc1noc(NS(=O)(=O)c2ccc(NC(=O)c3nn(-c4ccc(F)cc4)ccc3=O)cc2)c1C
  7, 101, 0, 1, -4, -5, 0, -4, -1.0, 1
- COc1ccc(C(=O)NCCCN2CCOCC2)cc1S(=O)(=O)N1CCCc2ccccc21
  7, 100, -1, 1, -1, -2, 7, 9, -4.0, -2
- CC[n+]1c(/C=C2\C=C(C)CC(C)(C)C2)sc2ccccc21
  3, 97, 3, 11, 0, /, -7, -15, 0.5, 5
- O=C(Nc1ccc2c(c1)OCCO2)C1c2ccccc2C(=O)N2CCc3ccccc3C12 (centres undefined)
  4, 105, 0, -5, 2, -6, 0, 6, -0.9, 0
- CCC(C)(C)NC(=O)C(c1ccc(OC)cc1)N(C(=O)CCC(=O)Nc1cc(C)on1)c1cccc(F)c1 (centres undefined)
  -1, 94, -1, -3, -3, -3, 4, -6, 0.7, 13
- CCc1ccc(N2C(=O)CN(Cc3cc(OC)c(OC)c(OC)c3)C2=S)cc1
  11, 102, -6, -5, 0, -2, 2, -6, -0.5, -1
- Cc1ccc(S(=O)(=O)/N=C(/c2ccc(F)cc2)N2CCOCC2)cc1
  -2, 105, /, -6, 7, -7, -5, 0, -1.5, -1
- O=c1[nH]c2ccccc2c2oc(CCl)nc12
  -5, 103, -2, -17, 3, -2, 2, -7, -1.8, -4
- O=C(c1cccc2ccccc12)N1CCN=C1SCc1ccc([N+](=O)[O-])cc1
  4, 100, 5, -6, 2, -19, 21, 6, 1.8, -3
- O=S(=O)(Nc1cccc(-c2cn3cccnc3n2)c1)c1ccc(F)cc1
  8, 97, 0, 5, -1, -5, 2, 4, -2.5, -4

Next part:
Order of results – MC4R antagonist, ABCB6 inh MLPCN, Glyco luc inh, ABHD5-PLIN5 inh, m5-HT2A agonist, CaV13 ICDI inh, PDI inh, H9c2 protect, MC4R barr agon, Granule exo inh
- O=C(NNS(=O)(=O)c1ccccc1Cl)c1nn(-c2ccc(F)cc2)ccc1=O
  -1, 102, 1, -3, 0, -2, 5, -3, -1.4, -2
- COc1ccc(NC(=O)CC2CCCC2)cc1S(=O)(=O)N1CCCCC1
  9, 103, 1, -2, -3, -14, -1, 1, -0.1, -6
- C=CCn1c(SCC(=O)Nc2ccc(F)cc2)nc2cc(C(=O)O)ccc2c1=O
  -3, 86, -1, 4, 4, 4, 9, 3, -2.0, -2
- COc1ccc(-c2oc3ccc(-c4ccc5c(c4)OCO5)cc3c2-c2ccc(OC)nc2)cc1
  2, 99, -5, 9, 1, -10, -7, -9, -1.7, 5
- CC(=O)OC1C(OC(C)=O)C2C(C)CC3OC(=O)C(C)C3CC2(C)C1OC(C)=O (centres undefined)
  3, 98, 2, 1, 8, -14, 1, 0, 1.0, -1
- CCN(CC(=O)Nc1ccc2c(c1)OCCO2)C(=O)COc1cc(C)ccc1Cl
  3, 101, 0, 15, -6, -5, 7, -4, -1.8, -2
- CC(C)n1cc(-c2ccc(Cl)cc2)cc(C#N)c1=O
  -2, 96, -1, -1, 7, -6, -5, -12, 0.1, -8
- CC(C)(C)c1ccc(C(=O)N2CCC(=O)N(C(COCc3ccccc3)Cc3ccccc3)CC2)cc1 (centres undefined)
  15, 88, -5, -8, -3, -7, -3, -4, 1.3, 21
